CYP2C19 act: cytochrome P450 2C19 (human) activation | P33261 | recombinant CYP2C19, luciferin-H EGE luminescence; stronger effect = higher value; 0 = fully inhibited enzyme, 1 = untreated enzyme | activation factor at 5 µM | 96,000 tested, under 10 active | AID 1025;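 active = activation factor of at least 2 at 5 µM in the primary screen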;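 note: 0 = wells with 2.5 mM tranylcypromine and 1 = vehicle-only wells; values of inactives mirror those of a sister screen read the other way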
Pyk2 oligo antag: Pyk2 (human) oligomerization antagonism | Q14289 | Q293 cells, Pyk2 FERM NanoBiT luminescence; stronger effect = lower value | z-score (the deposit names both 25 µM and 10 µM) | hit rate 0.83% among 99,000 | AID 1347419;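 active = Z-score of -3 or lower, scaled per plate to the spread of control and sample wells; inactive = z-score above -3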;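 note: negative z-score means lost luminescence so less FERM oligomerization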
CYP2C9 activ: CYP2C9 (human) activation | recombinant CYP2C9, luciferin-H conversion, luminescence; stronger effect = higher value; factor 1 = untreated enzyme, 0 = blocked | P11712 | activation factor at 5 µM | hit rate 1.4% among 96,000;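 active = activation factor of 2 or more for CYP2C9 at a 5 µM dose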;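 note: 0 = sulfaphenazole-blocked wells and 1 = vehicle-only wells; values of inactives mirror those of a sister screen read the other way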
CYP2C19 inhib: inhibitors of human CYP2C19 | CYP2C19 Supersomes, luciferin-H EGE luminescence, 30 min | inhibition, % at 5 µM | AID 778 | hit rate 21% among 96,000;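 active = CYP2C19 inhibition above a set limit at 5 µM in the primary screen, cut at about 50% in these data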;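 note: plate controls were negative control wells for no effect and 2.5 mM tranylcypromine positive control for full effect; values of inactives mirror those of a sister screen read the other way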
PostGolgi yeast: growth inhibition of a yeast mutant, post-Golgi transport screen; post-Golgi transport phenotypic cell assay; inhibition, % at 10 µM; hit rate 0.9% among 98,000; AID 739; in the data active = inhibition above about 30%;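 note: yeast cells grown in 1536-well plates; yeast grown about 18 h at 30C before absorbance read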
PLAP activator: human PLAP activation. activation fold at 20 µM. purified PLAP enzyme, luminescent substrate read-out; stronger effect = higher value. AID 696. hit rate 1.2% among 96,000; in the data active = activation fold above about 2
EphB4 antag: EphB4-ephrin-B2 interaction antagonism; EphB4 LBD / TNYL-RAW-Alexa532 peptide, fluorescence polarization; inhibition, % at 7 µM; hit rate 0.15% among 97,000; AID 720;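 active = inhibition above the screen-wide mean inhibition plus 3 SD, cut at about 15% in these data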;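 note: 0% = DMSO wells and 100% = excess unlabeled TNYL-RAW peptide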
Target sequence (P54760 whole entry, looked up, the tested form may be a part): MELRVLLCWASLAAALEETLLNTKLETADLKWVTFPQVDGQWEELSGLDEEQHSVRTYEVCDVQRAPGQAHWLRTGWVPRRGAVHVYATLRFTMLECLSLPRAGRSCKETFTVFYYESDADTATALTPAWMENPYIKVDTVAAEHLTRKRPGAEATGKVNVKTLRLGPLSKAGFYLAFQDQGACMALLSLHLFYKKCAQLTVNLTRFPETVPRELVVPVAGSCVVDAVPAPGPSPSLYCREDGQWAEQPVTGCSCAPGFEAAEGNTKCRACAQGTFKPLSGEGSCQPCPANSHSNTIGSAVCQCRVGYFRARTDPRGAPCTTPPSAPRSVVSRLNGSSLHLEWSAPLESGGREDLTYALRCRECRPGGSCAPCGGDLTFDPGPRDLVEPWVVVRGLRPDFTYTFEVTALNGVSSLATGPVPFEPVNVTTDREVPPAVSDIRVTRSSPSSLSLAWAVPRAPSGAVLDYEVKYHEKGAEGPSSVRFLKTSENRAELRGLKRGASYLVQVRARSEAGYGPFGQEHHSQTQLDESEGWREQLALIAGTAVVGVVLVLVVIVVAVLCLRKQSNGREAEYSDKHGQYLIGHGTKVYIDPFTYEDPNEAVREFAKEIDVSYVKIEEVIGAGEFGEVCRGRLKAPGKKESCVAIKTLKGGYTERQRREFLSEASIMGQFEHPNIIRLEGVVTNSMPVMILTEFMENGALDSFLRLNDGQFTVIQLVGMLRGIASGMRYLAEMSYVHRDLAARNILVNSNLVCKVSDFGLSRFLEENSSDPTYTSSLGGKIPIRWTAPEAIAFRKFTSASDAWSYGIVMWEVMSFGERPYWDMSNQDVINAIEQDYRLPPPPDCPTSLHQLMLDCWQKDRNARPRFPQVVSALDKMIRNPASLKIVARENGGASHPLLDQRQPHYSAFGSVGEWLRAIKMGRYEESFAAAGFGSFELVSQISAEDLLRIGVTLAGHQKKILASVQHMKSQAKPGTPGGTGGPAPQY
E coli WT exp: blocks growth of wild type E. coli BW25113 | OD600 absorbance | growth inhibition, % at 100 µM | hit rate 0.15% among 98,000 | AID 710;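 active = growth inhibition above about 50% at one test dose, limit read from the data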;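 note: growth measured after 20 h incubation at 37 °C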
CYP2C9 inhib: inhibitors of human CYP2C9; P11712; CYP2C9 Supersomes, luciferin-H conversion, luminescence; inhibition, % at 5 µM; hit rate 20% among 96,000;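 active = blocking of liver enzyme CYP2C9 beyond about 50% at 5 µM, limit read from the data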; note: values of inactives mirror those of a sister screen read the other way
Starred values were filed as active, the others as inactive; nt = not tested or not shown. Rows are unselected (roughly 31% active in at least one column).

Compound,Pyk2 oligo antag,CYP2C19 inhib,EphB4 antag,CYP2C19 act,PLAP activator,PostGolgi yeast,CYP2C9 inhib,E coli WT exp,CYP2C9 activ
COC(=O)c1cn(NC(=O)c2ccc(F)cc2)c(=O)c2ccccc12,-0.16,13.1,-9.7,0.9,1,-21.5,26.1,-3.0,0.7
CCCCCCNS(=O)(=O)c1nc2nc(C)cc(C)n2n1,nt,48.6,nt,0.5,1.1,-0.3,-81.0,5.0,1.8
Cc1cccc2sc(NC(=O)C3CCCO3)nc12 (stereo not drawn),0.28,nt,-3.8,nt,nt,3.8,nt,-1.0,nt
O=C(c1ccco1)N(CCC(c1ccccc1)c1ccco1)Cc1ccc(F)cc1 (stereo not drawn),-0.66,34.0,1.0,0.7,1.1,-5.1,85.3*,-21.0,0.1
COc1ccccc1Cn1c(CCCO)nc2ccccc21,-0.26,83.6*,0.8,0.2,1.8,7.7,65.1*,1.0,0.3
CCNc1nc2c(c(=O)n(Cc3ccccc3)c(=O)n2C)n1Cc1ccccc1,-3.48*,84.3*,9.3,0.2,1.6,-1.1,90.1*,-6.0,0.1
Cn1c(=O)c2c(nc(CN3CCN(C(=O)c4ccco4)CC3)n2Cc2ccccc2F)n(C)c1=O,nt,2.2,0.8,1,1.6,23.9,8.3,6.0,0.9
CCCCCNC(=O)C(C#N)c1nc2ccccc2nc1N1CCCC1 (stereo not drawn),-0.21,-8.5,-9.3,1.1,1,-5.6,-9.6,5.0,1.1
COc1ccc(N2CCN(C(CNC(=O)c3ccc4c(c3)OCO4)c3cccnc3)CC2)cc1 (stereo not drawn),-0.57,16.6,-6.4,0.8,1.3,0.8,28.4,-5.0,0.7
CCCOc1ccc(Br)cc1/C=N/O,1.26,34.1,-1.5,0.7,1,2.4,26.4,16.0,0.7
O=C(CSc1nnc(CNC(=O)c2ccccc2F)o1)NCC1CCCO1 (stereo not drawn),0.58,-8.6,-4.9,1.1,1,18.0,-9.6,1.0,1.1
CCn1c(CCNC(=O)c2ccc(Cl)cc2)n[nH]c1=S,0.32,27.9,-2.0,0.7,1.2,-1.0,-11.0,0.0,1.1
c1ccc(Nc2nn[nH]n2)cc1,0.36,-12.1,nt,1.1,0.9,-1.8,-13.1,-4.0,1.1
O=C(Cc1ncc(C(F)(F)F)cc1Cl)N1CCN(c2ccc(F)cc2)CC1,1.06,51.3*,-0.3,0.5,1.3,1.4,-248.5,2.0,3.5*
C=C(C)Cc1c(C)nc(-c2ccccc2)[nH]c1=O,1.42,nt,-0.6,nt,nt,3.1,nt,0.0,nt
Cc1cccc(C)c1NS(=O)(=O)c1ccc(F)cc1,-0.64,98.7*,0.9,0,0.9,-1.1,75.0*,5.0,0.3
CCOC(=O)Cc1c(C)nc2c(-c3ccc(Cl)cc3)c(C)[nH]n2c1=O,0.02,56.2*,3.2,0.4,1.2,-5.2,8.8,2.0,0.9
O=C1CN=C(Nc2ccccc2)N1Cc1cccs1,1.07,17.6,2.5,0.8,1,12.8,16.3,11.0,0.8
COc1cccc(C(C#N)N2CCCCC2)c1O (stereo not drawn),0.87,-3.0,13.1,1,1.1,3.3,-17.6,-12.0,1.2
O=C(Cn1c(-c2cncs2)nc2ccccc21)NC1CCCC1,0.39,82.7*,3.3,0.2,0.8,-1.2,2.4,7.0,1
Cc1cc(NC(=O)c2ccc(S(=O)(=O)N3CCCC3)cc2)nc2c1c(=O)oc1ccccc12,0.32,nt,-1.0,nt,nt,3.9,nt,-9.0,nt
FC(F)(F)C1=CC(c2ccccc2)=NCCN1,0.77,1.8,0.2,1,0.9,6.3,-2.6,-3.0,1
Cc1ccc(S(=O)(=O)N2CCC(C(=O)Nc3nnc(COc4ccccc4)s3)CC2)cc1,1.06,3.7,3.2,1,1.2,-0.6,-0.4,-2.0,1
COc1cccc(C2/C(=C(\O)c3ccc4c(c3)OCO4)C(=O)C(=O)N2CCN(C)C)c1OC (stereo not drawn),0.52,20.4,4.8,0.8,1.5,4.0,8.5,5.0,0.9
C=CCn1c(C)c(C(C)=O)c(N2CCCC2)nc1=S,-0.06,-5.2,-6.2,1.1,1,5.0,-19.4,0.0,1.2
CCc1ccc(-c2nc(CSCC(=O)NCCCN3CCCC3=O)c(C)o2)cc1,1.09,14.0,-7.5,0.9,1.4,-6.4,87.7*,-1.0,0.1
O=C(NCCc1cccs1)C1CC(c2c(Cl)cccc2Cl)=NO1 (stereo not drawn),nt,60.5*,3.8,0.4,0.8,5.3,-123.9,-4.0,2.2*
CN(C)C(=O)C12CCC(C)(c3nc4ccccc4nc31)C2(C)C (stereo not drawn),0.85,14.9,-0.4,0.9,1.1,-2.1,25.2,3.0,0.7
O=C(OCc1nnc(-c2ccccc2)o1)c1cc(=O)c2ccccc2o1,0.09,0.3,-1.9,1,1.1,6.4,-5.3,3.0,1.1
O=C1CC(C(=O)NCc2ccccc2)C2(CCCC2)O1 (stereo not drawn),-0.06,39.2,-1.2,0.6,1.1,0.1,6.2,3.0,0.9
Cc1cccc(OCC(=O)O/N=C(\N)Cc2cccs2)c1,-0.56,nt,-3.2,nt,nt,-0.2,nt,6.0,nt
COc1ccc(C2C(C(=O)OCC(=O)Nc3ccc(C)cc3)CCC(=O)N2c2ccc(OC)cc2)cc1 (stereo not drawn),1.7,75.2*,-2.8,0.2,2.4*,-10.6,74.5*,-8.0,0.3
COc1ccccc1-c1nnc2n1N=C(C(C)(C)C)CS2,-0.35,79.4*,-7.2,0.2,1,4.1,46.1,2.0,0.5
CC1CCCCC1NC(=O)COC(=O)c1ccccn1 (stereo not drawn),0.54,43.7,2.2,0.6,1,3.4,6.5,6.0,0.9
CS(=O)(=O)N(CC(=O)NCc1ccc2c(c1)OCO2)c1ccc(Cl)cc1,0.5,41.0,4.9,0.6,0.9,-5.5,12.3,4.0,0.9
CCN1CCN(c2ccc(NC(=O)c3cccc4ncccc34)cc2)CC1,0,7.4,-3.1,0.9,1.6,-3.2,3.2,-3.0,1
CCc1nc2ccccc2c(C(=O)OCC(=O)Nc2cccc(S(=O)(=O)N3CCOCC3)c2)c1C,-4.74*,23.6,-4.5,0.8,1.1,-4.2,2.7,-7.0,1
Cc1ccc(N2C(=O)CSCC2=O)cc1,1.84,-9.2,0.9,1.1,1.2,1.2,-24.0,1.0,1.2
Nn1cc(-c2ccccc2)nc1SCC(=O)NC1CCS(=O)(=O)C1 (stereo not drawn),1.07,10.3,-2.6,0.9,0.7,-3.8,-1.3,2.0,1
CCC(=O)n1nc(-c2ccccc2)nc1SCC(=O)Nc1ccc(C)cc1,0.07,-2.5,5.2,1,0.9,-5.2,21.9,-5.0,0.8

Two consecutive compounds out of the list so far:
Compound,Pyk2 oligo antag,CYP2C19 inhib,EphB4 antag,CYP2C19 act,PLAP activator,PostGolgi yeast,CYP2C9 inhib,E coli WT exp,CYP2C9 activ
COc1ccccc1-c1nnc2n1N=C(C(C)(C)C)CS2,-0.35,79.4*,-7.2,0.2,1,4.1,46.1,2.0,0.5
CC1CCCCC1NC(=O)COC(=O)c1ccccn1 (stereo not drawn),0.54,43.7,2.2,0.6,1,3.4,6.5,6.0,0.9

Other structures follow:
Compound,Pyk2 oligo antag,CYP2C19 inhib,EphB4 antag,CYP2C19 act,PLAP activator,PostGolgi yeast,CYP2C9 inhib,E coli WT exp,CYP2C9 activ
COCCn1cnc2c1c(=O)n(CC(=O)Nc1cc(C)on1)c(=O)n2Cc1ccccc1,-1.21,18.7,3.6,0.8,1,1.8,10.6,0.0,0.9
CS(=O)(=O)N(CC(=O)NCCC1=CCCCC1)C1CCCCC1,-0.42,71.0*,14.8,0.3,1.6,8.4,68.7*,1.0,0.3
CCCSc1nsc(N)n1,-0.06,15.5,5.0,0.8,1,9.9,16.4,7.0,0.8
Cc1nn(Cc2n[nH]c(=S)n2Cc2ccccc2)c(C)c1Cl,2.28,53.2*,13.7,0.5,1.1,-7.4,20.9,8.0,0.8
CC(CC(=O)N1CCc2ccccc21)c1ccccc1 (stereo not drawn),0.12,93.6*,-0.6,0.1,0.9,-7.5,15.5,8.0,0.8
C=CCNc1nc(Nc2ccc(OC)cc2)nc(OCC)n1,-0.89,9.6,2.2,0.9,0.7,-7.0,3.0,8.0,1
CCC(=O)N1CCc2cc(Br)cc(S(=O)(=O)NCCN3CCCCC3CC)c21 (stereo not drawn),0.18,43.3,nt,0.6,1.4,-1.0,-29.6,8.0,1.3
COC(=O)C1=C(C)Nc2c(c(=O)n(C)c(=O)n2C)C1c1cccs1 (stereo not drawn),0.08,83.4*,9.1,0.2,1.1,-3.9,72.7*,6.0,0.3
COC(=O)Cc1cc(=O)n2[nH]c(C(F)(F)F)nc2n1,-0.26,32.7,-6.6,0.7,0.9,2.7,14.8,-2.0,0.9
Cc1ccc(CNC(=O)CCNS(=O)(=O)c2ccc3c(c2)c(=O)n(C)c(=O)n3C)cc1,0.24,-3.9,-4.1,1,1,4.2,-65.3,4.0,1.7
Cc1c(NC(=O)c2c(F)c(F)c(F)c(F)c2F)c(=O)n(-c2ccccc2)n1C,0.12,44.8,-3.1,0.6,1,2.4,44.7,1.0,0.6
CN(C)/C=C/c1c(C#N)c(=O)ncn1Cc1ccccc1,0.71,12.1,2.2,0.9,0.9,-2.4,3.3,2.0,1
CCOC(=O)c1c(C)n(C)c2ccc(O)c(CN3CCN(C)CC3)c12,0.03,3.8,-5.3,1,1.3,10.2,-1.9,-1.0,1
CCCCNC(=O)C1CCN(S(=O)(=O)c2c(C)noc2/C=C\c2ccc(OC)cc2)CC1,nt,3.9,-8.5,1,1.3,-0.9,36.2,4.0,0.6
CCOc1ccc(OCC)c(N=c2oc3c(C)ncc(CO)c3cc2C(N)=O)c1,0.55,-2.5,5.6,1,1,-5.8,21.1,7.0,0.8
Cc1nc2sc(C)c(C)c2c(=O)[nH]1,1.01,-21.3,-0.7,1.2,1.1,-1.2,3.4,1.0,1
COc1ccccc1Nc1nc(-c2sc(NC(=O)c3ccco3)nc2C)cs1,nt,9.6,-5.1,0.9,0.9,20.9,62.9*,-8.0,0.4
Cc1cccc(C(=O)NC2CCN(C(=O)N3CCOCC3)CC2)c1,0.82,-10.4,-5.5,1.1,1,3.9,-12.4,-4.0,1.1
CC(=O)c1c(C(C)=O)c(C)n(NC(=O)c2cccnc2)c1C,1.08,-2.6,-2.5,1,1.1,1.3,6.8,0.0,0.9
CC(C)N1C2OC(C3OC4C(O3)N(C(C)C)S(=O)(=O)N4C(C)C)OC2N(C(C)C)S1(=O)=O (stereo not drawn),-0.06,8.7,-6.1,0.9,1.1,103.5*,5.1,-6.0,0.9
O=C(O)CN1C(=O)Nc2ccc(Br)cc2C1c1ccccc1 (stereo not drawn),1.38,9.8,nt,0.9,1.4,-5.5,10.6,-5.0,0.9
COC(=O)COC(=O)c1ccc(O)cc1,1.42,-4.6,0.2,1,1,-1.1,-29.2,1.0,1.3
CC(/C=C/c1ccccc1)=N\NC(N)=S,0.04,18.7,-2.2,0.8,1.3,2.6,13.6,22.0,0.9
C=CCn1c(C(C)NC(=O)COC)nc2ccccc21 (stereo not drawn),nt,10.5,nt,0.9,1.2,-5.5,16.0,-3.0,0.8
CCn1cc(C(=O)NCc2ccccc2OC)c(=O)c2cc(S(=O)(=O)N(C)C)ccc21,nt,20.6,nt,0.8,1.5,-4.4,40.5,-7.0,0.6
Fc1ccc(OCc2nn3cnnc3s2)cc1,0.44,79.1*,nt,0.2,0.9,-3.0,0.3,6.0,1
Cc1ccc(NC(=O)NNC(=O)Cn2nc(-c3ccccc3)c(-c3ccccc3)c(C#N)c2=O)cc1,0.01,23.6,2.6,0.8,1.1,3.7,56.8*,-8.0,0.4

Source: PubChem BioAssay (several laboratories)
